Screens as filed in PubChem.
KCNQ2 inh = KCNQ2 potassium channel inhibitors, primary screen, cell-based, CHO-K1, FluxOR thallium flux, B-score (AID 2156); O88943; 20 min; hits give low values; B-score at 10 µM; 310,000 compounds, 1.1% hits;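 active means fluorescence ratio B-score at most minus 3 library SDs, with starting brightness B-score within 2 library SDs, cut at about -5.5 in these data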
CHT block = human CHT choline transport inhibition. B-score at 10 µM. AID 488975. CHT-expressing cells, membrane potential dye, choline response; hits give low values. 310,000 compounds, 0.86% hits;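 active means B-score over 3 SD under the library average, and starting fluorescence ratio not unusually high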;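 further: choline stimulus applied at its EC90 after an EC20 pre-addition; B-score computed on integrated fluorescence ratio after choline addition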
Target sequence (Q9GZV3 whole entry, looked up): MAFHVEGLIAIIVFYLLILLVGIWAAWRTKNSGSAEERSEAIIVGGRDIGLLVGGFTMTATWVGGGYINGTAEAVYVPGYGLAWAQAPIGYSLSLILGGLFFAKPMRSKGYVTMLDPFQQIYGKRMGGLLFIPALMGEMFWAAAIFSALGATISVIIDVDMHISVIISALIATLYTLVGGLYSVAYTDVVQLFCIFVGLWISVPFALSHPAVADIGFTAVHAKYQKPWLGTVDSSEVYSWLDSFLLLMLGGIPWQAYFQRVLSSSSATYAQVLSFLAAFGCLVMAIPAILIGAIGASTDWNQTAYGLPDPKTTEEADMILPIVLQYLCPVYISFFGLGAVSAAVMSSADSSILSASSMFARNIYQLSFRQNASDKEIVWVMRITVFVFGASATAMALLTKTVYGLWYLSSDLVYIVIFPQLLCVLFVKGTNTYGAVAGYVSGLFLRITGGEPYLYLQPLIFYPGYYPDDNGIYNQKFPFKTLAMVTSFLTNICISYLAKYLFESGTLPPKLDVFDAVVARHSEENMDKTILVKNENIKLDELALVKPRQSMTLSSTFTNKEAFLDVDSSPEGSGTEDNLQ
The depositor's hits bear a star.

How did CSc1cccc(CN2CCN(CCC(C)C)C(CCO)C2)c1 (configuration not stated) do in these assays?
KCNQ2 inh: inactive; CHT block: inactive

How did COc1ccc(N2C(=O)C3C(C2=O)C2C=CC3C23CC3)c(OC)c1 (configuration not stated) do in these assays?
CHT block: inactive

Results for Cc1cccc(OCc2nnc(N)s2)c1 ?
KCNQ2 inh: inactive; CHT block: inactive

Results for O=C(/C=C/c1ccc(F)cc1)N1CCN(Cc2ccccc2)CC1 ?
KCNQ2 inh: inactive; CHT block: inactive

How did Cc1nn(CC(C)C)c2sc(C(=O)NC3CC(C)(C)NC(C)(C)C3)cc12 do in these assays?
KCNQ2 inh: inactive; CHT block: inactive

Results for Cc1cccc(N(CC(=O)NC2CCCC2)C(=O)CCC(=O)Nc2ccccn2)c1 ?
KCNQ2 inh: inactive; CHT block: inactive

What do the screens show for `Cc1ccccc1NS(=O)(=O)c1ccc(C(=O)N2CCC2)cc1`?
KCNQ2 inh: inactive; CHT block: inactive

Results for CC(C)CNC(=O)CC(=O)N/N=C/c1ccc(Br)cc1 ?
KCNQ2 inh: inactive; CHT block: inactive

Results for [N-]=[N+]=NC[C@H](Cc1ccccc1)N1CC[C@@H](OCc2ccccc2)CCC1=O ?
KCNQ2 inh: inactive; CHT block: inactive

Results for COc1ccc(N2CCN(c3ncnc4scc(-c5ccc(C)cc5)c34)CC2)cc1 ?
KCNQ2 inh: inactive; CHT block: inactive

Results for O=C(Nc1nsc(-c2ccccc2)n1)c1cccs1 ?
KCNQ2 inh: inactive; CHT block: inactive

What do the screens show for `CCOC(=O)C1=C(C)NC(=O)NC1c1ccccc1Cl` (configuration not stated)?
KCNQ2 inh: inactive; CHT block: inactive

Results for C=CCSc1nnc(NC(=O)Cn2cnc3c2c(=O)n(C)c(=O)n3C)s1 ?
KCNQ2 inh: inactive; CHT block: inactive

How did COc1ccccc1CC(NC(C)=O)C(=O)NC1CCN(C(=O)Nc2ccc(F)cc2)CC1 (configuration not stated) do in these assays?
KCNQ2 inh: inactive; CHT block: inactive

How did Cc1ccccc1NC(=O)Cn1c(=O)oc2ccccc21 do in these assays?
KCNQ2 inh: inactive; CHT block: inactive

What do the screens show for `COc1cc(/C=C/C(=O)OCC(=O)NC(=O)NC(C)(C)C)ccc1O`?
KCNQ2 inh: inactive; CHT block: inactive

What do the screens show for `CCCNC(=O)C(Cc1ccccc1)NS(=O)(=O)c1cccc2nsnc12` (configuration not stated)?
KCNQ2 inh: inactive; CHT block: inactive

What do the screens show for `Cc1cc(C)n(-c2ccc(Cl)c(C(=O)OCC(=O)N3CCCCC3C)n2)n1` (configuration not stated)?
KCNQ2 inh: inactive; CHT block: inactive

How did CCCNC(=O)C1CC(c2cccc(F)c2)=NO1 (configuration not stated) do in these assays?
KCNQ2 inh: inactive; CHT block: inactive

How did CCCCNC(=S)N/N=C/c1ccc(OCC(=O)Nc2c(C)cc(C)cc2C)c(OC)c1 do in these assays?
KCNQ2 inh: inactive; CHT block: inactive

How did COc1cc(CN(C)C)cc(C=O)c1O do in these assays?
KCNQ2 inh: inactive; CHT block: inactive

How did COc1cc2c(cc1OC)C(c1cc([N+](=O)[O-])ccc1O)NCC2 (configuration not stated) do in these assays?
KCNQ2 inh: inactive; CHT block: inactive

What do the screens show for `O=S(=O)(NCCCc1ccccc1)c1ccc(Cl)cc1`?
KCNQ2 inh: inactive; CHT block: inactive

How did Cc1ccc(S(=O)(=O)NC(=O)Nc2ccc(N(C)C)cc2)cc1 do in these assays?
KCNQ2 inh: inactive; CHT block: inactive

What do the screens show for `Cc1c(C)c2ccc(OCC(=O)NCCCn3ccnc3)c(C)c2oc1=O`?
KCNQ2 inh: inactive; CHT block: inactive

What do the screens show for `Cc1ccc(C(=O)NC(C(=O)NC2CCCC2)c2ccccc2)cc1` (configuration not stated)?
KCNQ2 inh: inactive; CHT block: inactive

Results for CCN1CC(CN(C)Cc2nc(-c3ccc(Cl)cc3)no2)CC1=O (configuration not stated) ?
KCNQ2 inh: inactive; CHT block: inactive

How did Cc1cccn2c(=O)c3cc(C(=O)NCCC4=CCCCC4)n(C)c3nc12 do in these assays?
KCNQ2 inh: inactive; CHT block: inactive

How did COc1ccc(C(C(=O)NC2CCCC2)N(C(=O)c2ccoc2C)c2ccccc2)cc1 (configuration not stated) do in these assays?
KCNQ2 inh: inactive; CHT block: inactive

What do the screens show for `CN1C2CCC1CC(NC(=O)c1cc(Cl)cc3[nH]cnc13)C2` (configuration not stated)?
KCNQ2 inh: inactive; CHT block: inactive

What do the screens show for `CCC(=O)c1ccc(/C=C/c2nc3ccccc3n2C)o1`?
KCNQ2 inh: inactive; CHT block: inactive

What do the screens show for `O=C(Nc1ccc(CN2CCOCC2)cc1)c1ccc(-c2cccc(Cl)c2)o1`?
KCNQ2 inh: inactive; CHT block: inactive

How did CCCNC(=S)NNC(=O)c1cccs1 do in these assays?
KCNQ2 inh: inactive; CHT block: inactive

How did CCc1c(C)nc2nc(SCc3ccccc3Cl)[nH]n2c1=O do in these assays?
KCNQ2 inh: inactive; CHT block: inactive

How did CCOC(=O)C(NC(=O)NCc1ccccc1OC)(OCC)C(F)(F)F (configuration not stated) do in these assays?
KCNQ2 inh: inactive; CHT block: inactive

How did Cc1ccc(C)c(S(=O)(=O)Nc2ccc3oc(C)c(C(=O)O)c3c2)c1 do in these assays?
KCNQ2 inh: inactive; CHT block: inactive

Results for O=C(CSc1nnc2ccc(-c3ccccn3)nn12)Nc1ccccc1F ?
KCNQ2 inh: inactive; CHT block: inactive

How did CCOc1ccccc1-c1noc(CCCC(=O)NC2CCCCC2)n1 do in these assays?
KCNQ2 inh: inactive; CHT block: inactive

How did Cc1ccccc1NC(=O)CCSc1nnnn1-c1ccccc1 do in these assays?
KCNQ2 inh: inactive; CHT block: inactive

Results for O=C(O)c1cc(Cl)c2ccccc2c1O ?
KCNQ2 inh: inactive; CHT block: inactive

What do the screens show for `COCCSc1nnc(NC(=O)C2CC(=O)N(C3CCCC3)C2)s1` (configuration not stated)?
KCNQ2 inh: inactive; CHT block: inactive

What do the screens show for `C=CCn1c(-c2cc(-c3ccc(C)cc3)nc3ccccc23)n[nH]c1=S`?
KCNQ2 inh: inactive; CHT block: inactive

Results for CC(=O)NS(=O)(=O)c1ccc(NC(=O)C(Sc2ccccc2)c2ccccc2)cc1 (configuration not stated) ?
KCNQ2 inh: inactive; CHT block: inactive

How did COc1ccc(NS(=O)(=O)c2cccc(NC(=O)c3ccc(S(=O)(=O)N4CCCCCC4)cc3)c2)cc1 do in these assays?
KCNQ2 inh: inactive; CHT block: inactive

How did CCC(=O)N1CCN(c2ccc(NC(=O)c3ccccc3)cc2)CC1 do in these assays?
KCNQ2 inh: inactive; CHT block: inactive

Results for C[C@H]1CN=C(Nc2ccccc2)N1CCc1ccc(F)cc1 ?
CHT block: inactive

Results for Cc1ccc(OC(=O)c2ccc(C)c([N+](=O)[O-])c2)cn1 ?
KCNQ2 inh: inactive; CHT block: inactive

How did O=C(CCC(=O)Nc1ccccc1)NNC(=O)COc1ccccc1 do in these assays?
KCNQ2 inh: inactive; CHT block: inactive

What do the screens show for `COc1ccc(-c2cc(C(F)(F)F)nc(SCC(=O)N(C)Cc3cn(C)nc3C)n2)cc1OC`?
KCNQ2 inh: inactive; CHT block: inactive

What do the screens show for `CN(Cc1ccccc1)C(=O)CCS(=O)(=O)c1ccc2c(c1)NC(=O)CS2`?
KCNQ2 inh: inactive; CHT block: inactive

Results for CCn1cc(C(=O)NCCCN(CC(C)C)CC(C)C)c(=O)c2cc(S(=O)(=O)N(C)C3CCCCC3)ccc21 ?
KCNQ2 inh: inactive; CHT block: inactive

What do the screens show for `O=C(NNC(=O)c1ccccc1O)c1ccc(S(=O)(=O)Nc2ccccc2F)cc1`?
KCNQ2 inh: inactive; CHT block: inactive

Results for COc1cccc(CC(=O)Nc2cc(S(=O)(=O)N3CCOCC3)ccc2N2CCOCC2)c1 ?
KCNQ2 inh: inactive; CHT block: inactive

What do the screens show for `Cc1ccc(C2=NOC(C)(c3nnc(-c4ccncc4)o3)C2)cc1` (configuration not stated)?
KCNQ2 inh: inactive; CHT block: inactive

What do the screens show for `CO/N=C/C(NC(=O)c1ccc(C(F)(F)F)cc1)C(=O)OC` (configuration not stated)?
KCNQ2 inh: inactive; CHT block: inactive

Results for CC1CN(c2ccc(C(=O)c3ccccc3C(=O)O)cc2[N+](=O)[O-])CC(C)O1 (configuration not stated) ?
KCNQ2 inh: inactive; CHT block: inactive

How did Cc1ccc(C(=O)CNc2nc3c(c(=O)[nH]c(=O)n3C)n2Cc2ccccc2)cc1 do in these assays?
KCNQ2 inh: inactive; CHT block: inactive

How did C=C(C)COc1ccc(-c2[nH]ncc2Oc2cccc(OC)c2)c(O)c1 do in these assays?
KCNQ2 inh: inactive; CHT block: inactive

How did CCOC(=O)C1C(=O)NC(SCC(=O)Nc2nccs2)=C(C#N)C1c1ccccc1OCC (configuration not stated) do in these assays?
KCNQ2 inh: inactive; CHT block: inactive

Results for CCOC(=O)C1CCN(CCC(=O)Nc2ccc(Cl)cc2)CC1 ?
KCNQ2 inh: inactive; CHT block: inactive

How did CC1CCCN(c2cc(N(C)CCO)c([N+](=O)[O-])c3nonc23)C1 (configuration not stated) do in these assays?
KCNQ2 inh: inactive; CHT block: inactive

Results for COC(=O)CCCC1=CC2=CC(=O)C(C)(OC(=O)c3cccs3)C(=O)C2=CO1 (configuration not stated) ?
KCNQ2 inh: inactive; CHT block: inactive

What do the screens show for `COc1cccc(-c2cc(C(=O)Nc3ccc4c(c3)OCCO4)c3ccccc3n2)c1`?
KCNQ2 inh: inactive

Results for COc1ccccc1/C=C/C(C)=O ?
KCNQ2 inh: inactive; CHT block: inactive

How did CCOc1ccccc1NC(=O)c1cccc2ccccc12 do in these assays?
KCNQ2 inh: -5.5*; CHT block: inactive

What do the screens show for `CCOC(=O)C1(CCCc2ccccc2)CCN(C(=O)CCn2cncn2)CC1`?
KCNQ2 inh: inactive; CHT block: inactive

What do the screens show for `COc1ccc(C2CC2/C(=N/OC(=O)c2cccs2)c2ccccc2)cc1` (configuration not stated)?
KCNQ2 inh: inactive; CHT block: inactive

How did OCCN(Cc1ccccc1)Cc1ccccc1O do in these assays?
KCNQ2 inh: inactive; CHT block: inactive

What do the screens show for `CN1CCN(NC(=S)NC2CCCCC2)CC1`?
KCNQ2 inh: inactive; CHT block: inactive

How did COc1cc(C(=O)O)c2ccccc2n1 do in these assays?
KCNQ2 inh: inactive; CHT block: inactive

Results for COc1ccc(N(CC(=O)N/N=C/c2cccc3c2OCCO3)S(=O)(=O)c2ccc(NC(C)=O)cc2)cc1 ?
KCNQ2 inh: inactive; CHT block: inactive

How did O=C(CCCCCN1C(=O)c2cccc3cccc(c23)C1=O)N1CCOCC1 do in these assays?
KCNQ2 inh: inactive; CHT block: inactive

Results for OCC[C@@H]1C[C@@H](O)[C@H](O)[C@@]2(CCCc3ccccc3O2)O1 ?
KCNQ2 inh: inactive; CHT block: inactive

Results for COc1cccc(-c2nnc(SCC(N)=O)n2-c2ccc(Cl)cc2)c1 ?
KCNQ2 inh: inactive; CHT block: inactive

Results for Cc1nc(CSc2nnc3scc(-c4ccc(Cl)cc4)n23)cs1 ?
KCNQ2 inh: inactive; CHT block: inactive

What do the screens show for `O=C(CNC(=O)c1ccccc1)N/N=C/c1cn[nH]c1-c1ccccc1`?
KCNQ2 inh: inactive; CHT block: inactive

How did COCC(C)n1c(SC(C)C(=O)NC2CCCCC2C)nc2ccccc2c1=O (configuration not stated) do in these assays?
KCNQ2 inh: inactive; CHT block: inactive

What do the screens show for `CN(C)c1ccc(/C=[N+](\[O-])C(C)(C)/C=N/O)cc1`?
KCNQ2 inh: inactive; CHT block: inactive

What do the screens show for `Cc1[nH]n(C(N)=S)c(=O)c1N=Nc1cccc(Cl)c1`?
KCNQ2 inh: inactive; CHT block: inactive

Results for CCOc1ccc(N2C(=O)/C(=C/c3cccs3)N(CC(=O)OC)C2=S)cc1 ?
KCNQ2 inh: inactive; CHT block: inactive

How did O=S(=O)(c1ccc(N2CCCCCC2)nc1)N1CCCC1 do in these assays?
KCNQ2 inh: inactive; CHT block: inactive

How did CC(=O)N1c2ccc(S(=O)(=O)NCCC(=O)NC3CCCCCC3)cc2CC1C (configuration not stated) do in these assays?
KCNQ2 inh: inactive; CHT block: inactive
